BLM helicase inh: inhibitors of human Bloom syndrome helicase BLM. P54132. recombinant BLM DNA unwinding, fluorescence dequenching. Potency, µM (doses to about 56.1 µM), for inactives: top-dose activity change, negative = inhibition, usual class: inhibitors. hit rate 0.2% among 350,000. AID 2528;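 note: potency is the fitted concentration of half-maximal effect; plate controls were vehicle for no effect and no enzyme for full effect; nearly all actives have a fitted effect of over 35% in size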
POLK inh: blocks human DNA polymerase kappa activity; Q9UBT6; purified Pol kappa, fluorescent DNA synthesis assay, 10 min; Potency, µM (doses to about 107 µM), for inactives: top-dose activity, negative = inhibition, most hits filed as inhibitors; hit rate 0.53% among 400,000; AID 588579; note: potency is the fitted concentration of half-maximal effect; % is set by controls: 0 for no effect and ±100 for the full control effect
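Kinetic fluorescence screen: compound preincubated 15 min RT with 10 nM enzyme; 50 nM substrate (final) initiates; reads at 0/10 min.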
Pol iota inh: blocks human DNA polymerase iota activity | Pol iota fluorescent replication assay, 10 min | Potency, µM (highest dose often 115 µM), for inactives: top-dose activity, negative = inhibition, most hits filed as inhibitors | hit rate 1% among 390,000; note: potency is the fitted concentration of half-maximal effect
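Fluorescent replication assay read twice, at 0 min and 10 min after adding 50 nM (final) substrate. Enzyme (10 nM) and compounds were first incubated 15 min at room temperature; enzyme-free buffer wells were negative controls.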
Apoferritin bind: binds horse apoferritin like a general anesthetic; P02791; apoferritin/1-aminoanthracene competitive binding, fluorescence; hit rate 0.074% among 350,000; AID 485281; Potency, µM (series often up to 77.5 µM), inactives show at the top dose activity change, negative = displacement, hits mostly inhibitors; note: potency is the fitted concentration of half-maximal effect; % is set by controls: 0 for no effect and ±100 for the full control effect; nearly all actives have a fitted effect of over 20% in size
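In PBS, apoferritin at 10 uM is loaded with 1-AMA from a 50% saturated solution. After 10 min of compound exposure at ambient temperature, reduced 535 nm fluorescence indicates probe displacement.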
POLB inh: inhibitors of human DNA polymerase beta; Potency, µM (top dose mostly 114 µM), for the others: top-dose activity change, negative = inhibition, hits mostly inhibitors; hit rate 1.3% among 340,000; Pol beta primer extension/strand displacement, fluorescence kinetic; P06746; note: potency is the fitted concentration of half-maximal effect; % is set by controls: 0 for no effect and ±100 for the full control effect
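Preincubation: enzyme (10 nM) with compound, 15 min, RT. Reaction: substrate added to 50 nM final. Reads: 0 and 10 min. Analysis: normalized, Hill fit.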
TRHR agonist: TRH receptor (human) agonism; TRHR cells, calcium flux fluo-8, FDSS agonist mode; activation, % at 2 µM; hit rate 0.18% among 360,000; AID 493084; in the data active = activation above about 30%; note: 0% is about no effect
Target sequence (P34981 whole entry, looked up): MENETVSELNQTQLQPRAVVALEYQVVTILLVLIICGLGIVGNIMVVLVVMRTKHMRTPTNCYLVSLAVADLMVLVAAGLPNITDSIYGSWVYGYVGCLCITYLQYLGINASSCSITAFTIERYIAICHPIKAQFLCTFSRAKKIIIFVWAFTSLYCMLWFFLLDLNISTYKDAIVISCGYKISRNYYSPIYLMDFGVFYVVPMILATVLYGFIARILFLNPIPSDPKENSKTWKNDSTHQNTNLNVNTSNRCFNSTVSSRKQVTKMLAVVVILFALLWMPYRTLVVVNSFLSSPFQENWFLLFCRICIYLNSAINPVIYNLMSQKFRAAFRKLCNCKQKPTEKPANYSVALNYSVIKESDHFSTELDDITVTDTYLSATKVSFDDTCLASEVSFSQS
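Agonist-mode FDSS calcium read (Ex 480/Em 530, 1 s cycles) in 1536-well TRHR cells with fluo-8 dye, after 10-cycle baseline and 23 nL compound addition; TRH at EC20 (10 nM final) added afterwards for the enhancer phase.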
ERG-DNA inh: inhibitors of human ERG Ets domain-DNA interaction; hit rate 0.028% among 370,000; P11308; AID 624246; Potency, µM (highest dose often 76.9 µM), for the others: at the top dose FP activity, negative = inhibition, most hits filed as inhibitors; fluorescence polarization, His-ERG Ets domain / labelled DNA; active = well fitted inhibition curve with a large enough effect in the polarisation, with a control signal flat; inconclusive = small, poorly fitted or top-dose-only effect, or effect the other way, or a change in a side signal; inactive = no such curve, though single readings can be large or run the other way; the % refers to the polarisation;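 note: polarization taken with two DNA probes labelled with fluorescein and Texas red; potency is the fitted concentration of half-maximal effect; % of control where 0% means no effect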
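His-tagged ERG Ets domain (1 uM in the protein solution; 300mM KCl, 50mM Tris-HCl, 1mM EDTA, 1mM DTT, pH 7.5) received compound, then a probe mix of 5 nM fluorescein-DNA and 100nM Texas-615-DNA. Fluorescence polarization was read for both dyes.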
12-LOX inh: inhibitors of human 12S-lipoxygenase ALOX12; AID 1671190; purified 12hLO, xylenol orange hydroperoxide absorbance; Potency, µM (series often up to 108 µM), without a hit: at the highest dose activity change, negative = inhibition, actives largely listed as inhibitors; P18054; hit rate 1.1% among 580,000; note: potency is the fitted concentration of half-maximal effect; % is set by controls: 0 for no effect and ±100 for the full control effect
Target sequence (P18054 whole entry, looked up): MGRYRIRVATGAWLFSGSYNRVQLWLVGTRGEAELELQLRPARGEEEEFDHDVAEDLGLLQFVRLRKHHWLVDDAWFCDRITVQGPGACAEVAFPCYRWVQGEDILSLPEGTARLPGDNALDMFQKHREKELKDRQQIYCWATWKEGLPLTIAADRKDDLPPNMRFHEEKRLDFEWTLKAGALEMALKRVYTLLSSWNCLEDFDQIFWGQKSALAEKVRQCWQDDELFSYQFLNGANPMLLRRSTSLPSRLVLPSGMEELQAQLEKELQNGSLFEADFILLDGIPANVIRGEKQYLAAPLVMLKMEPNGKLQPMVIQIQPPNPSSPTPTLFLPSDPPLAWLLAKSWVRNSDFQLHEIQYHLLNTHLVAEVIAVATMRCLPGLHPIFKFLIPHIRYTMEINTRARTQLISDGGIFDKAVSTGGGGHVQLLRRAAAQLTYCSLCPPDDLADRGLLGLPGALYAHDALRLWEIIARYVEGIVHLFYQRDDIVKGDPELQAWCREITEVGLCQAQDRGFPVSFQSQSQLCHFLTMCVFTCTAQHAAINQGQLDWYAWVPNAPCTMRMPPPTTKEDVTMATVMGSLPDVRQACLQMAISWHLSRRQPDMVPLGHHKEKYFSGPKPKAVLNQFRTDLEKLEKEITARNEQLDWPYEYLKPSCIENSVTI
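Purified human 12hLO at 150 nM in 25 mM Hepes, 0.01% Triton X-100, pH 7.0, preincubated 15 min at room temperature with compound. Reaction started with 40 uM arachidonic acid, 30 min at room temperature. Hydroperoxide measured by Fe-xylenol orange, 573/405 nm absorbance ratio.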
APE1 inh: APE1 (human) endonuclease inhibition | P27695 | recombinant APE1, TAMRA/BHQ-2 abasic DNA cleavage fluorescence | Potency, µM (titrated, usually from 65.8 µM), without a hit: at the top dose activity change, negative = inhibition, most hits filed as inhibitors | hit rate 0.35% among 350,000 | AID 2517;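 note: potency is the fitted concentration of half-maximal effect; plate controls were vehicle for no effect and reference inhibitor for full effect; nearly all actives have a fitted effect of over 55% in size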
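Quantitative HTS: incision of a TAMRA/BHQ-2 double-stranded substrate bearing a tetrahydrofuran abasic site by 0.75 nM APE1 raises fluorescence. Substrate 50 nM final, added after 15 min compound preincubation at room temperature; progress as third-minus-first kinetic read difference.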
Active calls of the source: *; ? = inconclusive; · = no result given; & = joins results of further samples; [ ] = dose if it differs, or a comment. Unless noted, calls come from the whole dose curve; as a rule, active = well fitted curve in the direction sought with a large enough effect; inconclusive = small, poorly fitted or top-dose-only effect, or another doubt; inactive = no such curve, though single readings can be large; an effect the other way counts as inactive or inconclusive.

SMILES	BLM helicase inh	POLK inh	Pol iota inh	Apoferritin bind	POLB inh	TRHR agonist	ERG-DNA inh	12-LOX inh	APE1 inh
O=C(COC(=O)C1CC(=O)N(Cc2ccccc2)C1)Nc1ccc(Cl)cc1F (stereo not given)	-2%	-1%	-18%	-7%	-20%	-0.6	37%[activator]	1%	-2%
COC(=O)c1cc(NC(=O)[C@H](CCS(C)(=O)=O)N2Cc3ccccc3C2=O)cc(C(=O)OC)c1	-14%	-16%	20%	-10%	3%	0.3	-2%	-23%	·
CN1C(=O)c2ccc(NC(=O)CCS(=O)(=O)c3ccccc3)cc2C1=O	1%	0%	145%[activator]	-1%	0%	0.3	1%	0%	-3%
O=C(NCC1CC1)[C@@H]1C[C@H]1[C@@H](NP(=O)(c1ccccc1)c1ccccc1)c1ccccc1	6%&-2%	-8%	13%	-8%&-7%	1%	-0.4	-2%	12%	-1%&-4%
CCOc1cc(Br)c(CC(=O)NC2CCCCCC2)cc1OCC	-3%	1%	23%	-3%	4%	-0.3	-3%	?	-9%
CCc1ccccc1NC(=S)N1CCN(c2cccc(OC)c2)CC1	-3%	-2%	133%[activator]	-12%	8%	0.6	6%	0%	41%
COc1ccc(-c2cc(=O)oc3cc(OC(=O)C4CCCCC4)c(Cl)cc23)cc1	-11%	11%	11%	144%[activator]	11%	0.3	4%	-19%	7%
COc1ccc(CCN2C(=NC(=O)CC(C)C)SC3CS(=O)(=O)CC32)cc1OC (stereo not given)	-10%	-12%	3%	36%[activator]	-22%	-0.9	17%	92%[activator]	-2%
Cc1cccc(Nc2nc3c(s2)CCCC3)c1	-11%	-16%	16%	?	7%	-1.1	·	?	0%
CCOc1ccc(N2C(=O)/C(=C/c3cccs3)N(CC(=O)OC)C2=S)cc1	0%	-1%	17%	?	-1%	-0.2	-1%	-5%	-1%
Cc1cccc2sc(NC(=O)C3CC3)nc12	1%	-5%	109%[activator]	-9%	0%	1.4	1%	7%	-14%
C=CCNC(=O)/C=C/c1c(F)cccc1Cl	0%	-17%	5%	0%	31%	0.5	-2%	-15%	-1%
O=C(CCNS(=O)(=O)c1cccc2nonc12)NC1CCCCC1	-1%	-3%	32%[activator]	-12%	-1%	-0.2	-4%	?	3%
COc1ccc(C(c2c(O)cc(C)n(Cc3ccco3)c2=O)N2CCN(c3ccccc3)CC2)cc1 (stereo not given)	-3%	-4%[60.1 µM]	11%	0%	-1%	0.3	1%	?	·
Cc1ccc2nc(N3C(=O)C(O)=C(C(=O)c4ccco4)C3c3cccs3)sc2c1 (stereo not given)	-13%	-27%	?	?	3%	0.6	12%	18µM*	-9%
CS(=O)(=O)N(CCc1ccccc1)CC(=O)N1CCN(Cc2ccccc2)CC1	1%	-16%	-7%	0%	-17%	1.3	-5%	-7%	10%
Cn1cc(/C=N/n2cnc3scc(-c4ccccc4)c3c2=O)c2ccccc21	-7%	-16%	9%	-14%	23%	0.9	-9%	2%	9%
O=C(CSc1nnc(CNC(=O)c2cccc(C(F)(F)F)c2)o1)NC1CCCCC1	-12%	-4%	2%	-8%	12%	-1.1	6%	0%	12%
Cn1cccc1C(=O)NC(=O)COC(=O)c1cc([N+](=O)[O-])ccc1Cl	-15%	-15%	103%[activator]	-6%	-3%	0.0	-4%	0%	-4%
O=C(NCc1ccc(Cl)cc1)c1ccc2c(c1)nnn2C1CCCC1	-1%	2%	-2%	2%	2%	-0.1	1%	2%	·
CCC(C)(C(=O)NC1CCCC1)N(CC1CCCO1)C(=O)c1ccc2c(c1)OCO2 (stereo not given)	1%	-18%	1%	-11%	18%	0.0	3%	-13%	-2%
CC(=O)Nc1c(O)nc(SCC(=O)Nc2ccc(C(C)=O)cc2)[nH]c1=O	-4%	-14%	?	6%	10%	0.6	-6%	-10%	-4%
CCOC(=O)C1(Cc2cccc(OC)c2)CCCN(Cc2nccn2CC)C1 (stereo not given)	-2%	7%	-20%	-11%	1%	-0.7	6%	24%	-1%
CCOC(=O)C1=C(C)NC(C)=C(C(=O)OCC)C1c1cn(-c2ccccc2)nc1-c1ccco1	-2%	-11%	0%	39%[activator]	-2%	0.1	2%	0%	4%
CC(=O)Nn1c(-c2ccccc2)cc2ccccc21	-1%	-3%	10%	-8%	5%	-0.5	-16%	-2%	-4%
Cc1cc(C(F)(F)F)n2nc(-c3cnn(C)c3C(F)(F)F)c(Br)c2n1	-15%	-7%	14%	?	-15%	-1.2	-2%	-13%	-1%
O=C(CSc1ccc(-c2ccccn2)nn1)Nc1ccccc1	2%	-8%	18%	-8%	?	-0.2	10%	1%	0%
CC(=O)c1ccccc1-c1csc2ncnc(Sc3nnnn3C)c12	·	7%	9%	·	·	1.1&-0.5	·	-9%	30%
O=c1c2ccccc2oc2nc(-c3cccs3)n(CCc3ccccc3)c(=O)c12	1%	·	·	-10%	35%	0.1	·	·	3%
CN(CC(=O)Nc1ccc(Cl)cc1)CC(=O)Nc1cc(Cl)ccc1C#N	-10%	-15%	?	-22%	20%	-0.1	·	-9%	0%

Quoted from the entries so far, six compounds:
SMILES	BLM helicase inh	POLK inh	Pol iota inh	Apoferritin bind	POLB inh	TRHR agonist	ERG-DNA inh	12-LOX inh	APE1 inh
CC(=O)Nn1c(-c2ccccc2)cc2ccccc21	-1%	-3%	10%	-8%	5%	-0.5	-16%	-2%	-4%
Cc1cc(C(F)(F)F)n2nc(-c3cnn(C)c3C(F)(F)F)c(Br)c2n1	-15%	-7%	14%	?	-15%	-1.2	-2%	-13%	-1%
O=C(CSc1ccc(-c2ccccn2)nn1)Nc1ccccc1	2%	-8%	18%	-8%	?	-0.2	10%	1%	0%
CC(=O)c1ccccc1-c1csc2ncnc(Sc3nnnn3C)c12	·	7%	9%	·	·	1.1&-0.5	·	-9%	30%
O=c1c2ccccc2oc2nc(-c3cccs3)n(CCc3ccccc3)c(=O)c12	1%	·	·	-10%	35%	0.1	·	·	3%
CN(CC(=O)Nc1ccc(Cl)cc1)CC(=O)Nc1cc(Cl)ccc1C#N	-10%	-15%	?	-22%	20%	-0.1	·	-9%	0%

Next section
SMILES	BLM helicase inh	POLK inh	Pol iota inh	Apoferritin bind	POLB inh	TRHR agonist	ERG-DNA inh	12-LOX inh	APE1 inh
COc1ccc(-n2c(Cn3c(=O)sc4ccccc43)nnc2SC)cc1	4%	-8%	23%	-2%	-23%	-0.5	-3%	89%	-6%
C=CCOc1ccc(C2=NOC(C(=O)Nc3ccc4c(c3)OCCO4)C2)cc1 (stereo not given)	-11%	4%	17%	-10%	24%	0.6	19%	6%	-13%
C#CCNC(=O)C1=C[C@H](C)[C@@H](CCCO)[C@H](OCC)O1	-1%	3%	-7%	-10%	1%	0.3	-6%	-4%	1%
CCOc1ccc(NS(=O)(=O)c2ccc3c(c2)NC(=O)CCS3)cc1	2%	-7%[60.1 µM]	1%	-16%	13%	1.7	3%	-26%	·
S=c1[nH]nc(C2CCCCC2)n1/N=C/c1ccccn1	6%	-9%	57%[activator]	-19%	-21%	-0.9	1%	18µM*	0%
O=C(CNC(=O)c1ccccc1F)NCc1ccccn1	·	5%	16%	·	·	·	-1%	25%	-2%
C=CCN1C(=O)c2ccc(C(=O)N(CC(C)C)c3c(N)n(CCCC)c(=O)[nH]c3=O)cc2C1=O	·	0%	25%	·	·	0.5	33%[activator]	-2%	15%
COc1cccc(N2CN(CCc3ccccc3)CNC2=S)c1	-4%	0%	16%	-7%	43%	-1.0	0%	26%	-2%
CN(c1ccccc1)c1nc(-n2ccnc2)nc(-n2ccnc2)n1	-3%	-7%	18%	-15%	26%	·	-1%	0%	3%
CCC(C)Sc1ccc([C@H]2N[C@@](C)(C(=O)OC)[C@H]3C(=O)N(C)C(=O)[C@@H]23)cc1OC (stereo not given in full)	·	-13%	12%	·	·	-0.2	7%	?	24%
COc1ccc(-n2c(C)cc(/C=C3\SC(=O)NC3=O)c2C)cc1	-7%	-34%	?	-22%	-23%	1.6	-11%	?	17%
C/C(=N/NC(=O)CN(c1ccccc1)S(=O)(=O)c1ccccc1)c1ccccc1O	-6%	-5%	-14%	2%	8%	0.1	-6%	0%	-12%
Cc1ccc(CCNc2ncnc(Cl)c2N)cc1	·	-6%	0%	·	·	·	-6%	-3%	·
Cc1cc(C)c(S(=O)(=O)N2CCCCC2)cc1N(C)S(=O)(=O)c1ccc(Cl)cc1	-7%	-6%	-3%	31%[activator]	2%	-0.2	2%	0%	-6%
CC(=O)C(Sc1nc(N(C)C)nc(N(C)C)n1)C(=O)Nc1ccccc1 (stereo not given)	-5%	-4%	79%[activator]	-12%	20%	-1.1	-7%	5%	-11%
CC(=O)/C=C1\SC(CC(=O)O)C(=O)N1c1ccccc1 (stereo not given)	-2%	-1%	1%	0%	17%	1.4	·	4%	2%
Cn1c(=O)[nH]c(=O)c2c1nc(Br)n2CC(O)c1ccccc1 (stereo not given)	1%	-8%	-2%	-11%	7%	-2.8	0%	0%	1%

Single records (already shown). Screens in order: BLM helicase inh | POLK inh | Pol iota inh | Apoferritin bind | POLB inh | TRHR agonist | ERG-DNA inh | 12-LOX inh | APE1 inh
`CN(c1ccccc1)c1nc(-n2ccnc2)nc(-n2ccnc2)n1` is entered as -3% | -7% | 18% | -15% | 26% | · | -1% | 0% | 3%
`CC(=O)C(Sc1nc(N(C)C)nc(N(C)C)n1)C(=O)Nc1ccccc1` (stereo not given) is entered as -5% | -4% | 79%[activator] | -12% | 20% | -1.1 | -7% | 5% | -11%

Screening results (PubChem)

Not all compounds are listed (hit frequency here may not be typical).
